# Lipid storage S3 – qHTS Assay for Lipid Storage Modulators in Drosophila S3 Cells; Drosophila S3 cells, BODIPY lipid droplet fluorescence, 18-24 h; cells fed with added oleic acid; lipid storage change, negative = inhibition, % at the top dose, mostly 46.1 µM; hits show Potency in µM; 320,000 tested, 0.64% active; AID 2685, 2010; active = well fitted inhibition curve with a large enough effect in the signal ratio, with a control signal flat, not every such curve was filed as active; inconclusive = small, poorly fitted or top-dose-only effect, or effect the other way, or a change in a side signal; the % refers to the signal ratio
#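 Laser-scanning cytometry quantifies lipid droplet accumulation (500–530 nm total intensity; droplet/cell object ratio) in oleic acid-fed (400 uM added) Drosophila S3 cells treated with a concentration series. 20 uM Triacsin C defined 100% inhibition.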
# Lipid storage S3 cell count max – recorded beside Lipid storage S3, whose call it bears; cell number change, %; measured here: cell count max response;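 cells counted by Cell Tracker Red CMTPX staining in the red channel; peak over a dose series mostly up to 46.1 µM; percent activity relative to internal control wells on each plate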
# An asterisk follows results filed as active; i = inactive; ? = inconclusive; . = not tested or not shown. % is scaled to controls: 0 for no effect and ±100 for the full control effect; potency is read from the fitted curve at half-maximal effect.
Lipid storage S3 | Lipid storage S3 cell count max | canonical_smiles
? | . | COc1ccc2cc3c(N)nn(C(=O)C4CCC(C(C)(C)C)CC4)c3nc2c1 (configuration not stated)
? | . | O=C(COC(=O)c1cccc(N2C(=O)C3CC=CCC3C2=O)c1)c1ccccc1 (configuration not stated)
1% | 7 | COc1cc(CNC2CCCCCC2)cc(OC)c1
-17% | 0 | COc1ccc(N2CCN(CCNC(=O)Nc3ccc([N+](=O)[O-])cc3OC)CC2)cc1
27% | 23 | Cc1cccc(NC(=O)c2cccc(OC(=S)N3CCOCC3)c2)c1C
7% | -1 | Cc1ccc(C(=O)N2CCc3ccccc32)o1
4% | -17 | CC1CCN(CCCOc2ccc(OCc3ccccc3)cc2)CC1
? | . | COc1ccc(-c2cc(C(F)(F)F)nc(-n3cc(Br)cn3)n2)cc1
-1% | 2 | CCCCC1=CC2=C(c3ccco3)C(=O)C(C)(OC(=O)c3ccc(OC)cc3)C(=O)C2=CN1CCOC (configuration not stated)
-17% | 21 | COc1ccccc1CN1CC(C(=O)NCCSc2nnnn2C)CCC1=O (configuration not stated)
? | . | O=S(=O)(Nc1ccc(-c2nc3cccnc3s2)cc1)c1ccccc1F
4% | 0 | CCOc1cc(C2C3=C(CCCC3=O)N(C)C3=C2C(=O)CCC3)cc(Cl)c1O
0% | 1 | CS(=O)(=O)Nc1ccccc1Oc1ccccc1
? | . | COc1cccc(CNC(=O)Cn2c(=O)c3cccn3c3ccccc32)c1
-21% | -11 | Cc1ccc(Nc2c([N+](=O)[O-])c(=O)oc3ccccc23)cc1
-10% | . | COC(=O)c1nc(N)sc1-c1ccc(OC)cc1
-9% | -15 | CC(=O)c1ccc(NC(=O)CSc2nnc(Cc3cccn3C)n2-c2ccc(F)cc2)cc1
-23% | 0 | CCOC(=O)c1c(NC(=S)NCCc2ccccc2)sc2c1CC(C(C)C)OC2 (configuration not stated)
? | . | CCN1CCN(CC(O)COc2ccc(Cl)cc2)CC1 (configuration not stated)
? | . | Clc1ccc(-c2nc(Cc3ccccc3Cl)no2)cc1
-20% | -17 | COc1ccccc1NC(=O)Nc1nc(CC(=O)NCc2cccnc2)cs1
? | . | CCOc1cc(N2C(=O)CC3CS(=O)(=O)CC32)c(OCC)cc1NC(=O)c1ccccc1 (configuration not stated)
10% | 0 | CCOC(=O)C1CCCN(c2nc3ccccc3nc2C(C#N)C(=O)OC(C)C)C1 (configuration not stated)
18% | 18 | CCN(CC)CCCN(Cc1cc2cc(OC)c(OC)cc2[nH]c1=O)C(=O)Nc1ccccc1
? | . | NC1=NC(=O)C2(COC(c3cccc([N+](=O)[O-])c3)OC2)S1 (configuration not stated)
-1% | -14 | Cc1ccc(S(=O)(=O)NCCC(=O)OCC(=O)NC(=O)c2cccn2C)cc1
-13% | 8 | O=C(COc1ccc(Cl)cc1)NCCSCc1ccccc1Cl
? | . | Cc1onc(-c2ccccc2Cl)c1C(=O)OCC(=O)N1CCN(c2ccccc2)CC1
? | . | C(=N\n1cnnc1)/c1ccccc1OCCOc1ccccc1
? | . | Cc1cc(C)c2oc(C(=O)Nc3ccc(S(=O)(=O)N4CCC(C)CC4)cc3)cc(=O)c2c1

# Laid out differently: entries from further up
smiles,Lipid storage S3,Lipid storage S3 cell count max
Cc1ccc(C(=O)N2CCc3ccccc32)o1,7%,-1
CC1CCN(CCCOc2ccc(OCc3ccccc3)cc2)CC1,4%,-17
COc1ccc(-c2cc(C(F)(F)F)nc(-n3cc(Br)cn3)n2)cc1,?,.
CCCCC1=CC2=C(c3ccco3)C(=O)C(C)(OC(=O)c3ccc(OC)cc3)C(=O)C2=CN1CCOC (configuration not stated),-1%,2
COc1ccccc1CN1CC(C(=O)NCCSc2nnnn2C)CCC1=O (configuration not stated),-17%,21
O=S(=O)(Nc1ccc(-c2nc3cccnc3s2)cc1)c1ccccc1F,?,.
CCOc1cc(C2C3=C(CCCC3=O)N(C)C3=C2C(=O)CCC3)cc(Cl)c1O,4%,0
CS(=O)(=O)Nc1ccccc1Oc1ccccc1,0%,1
COc1cccc(CNC(=O)Cn2c(=O)c3cccn3c3ccccc32)c1,?,.
Cc1ccc(Nc2c([N+](=O)[O-])c(=O)oc3ccccc23)cc1,-21%,-11
COC(=O)c1nc(N)sc1-c1ccc(OC)cc1,-10%,.
CC(=O)c1ccc(NC(=O)CSc2nnc(Cc3cccn3C)n2-c2ccc(F)cc2)cc1,-9%,-15
CCOC(=O)c1c(NC(=S)NCCc2ccccc2)sc2c1CC(C(C)C)OC2 (configuration not stated),-23%,0
CCN1CCN(CC(O)COc2ccc(Cl)cc2)CC1 (configuration not stated),?,.
Clc1ccc(-c2nc(Cc3ccccc3Cl)no2)cc1,?,.
COc1ccccc1NC(=O)Nc1nc(CC(=O)NCc2cccnc2)cs1,-20%,-17
CCOc1cc(N2C(=O)CC3CS(=O)(=O)CC32)c(OCC)cc1NC(=O)c1ccccc1 (configuration not stated),?,.
CCOC(=O)C1CCCN(c2nc3ccccc3nc2C(C#N)C(=O)OC(C)C)C1 (configuration not stated),10%,0

# More records:
Lipid storage S3 | Lipid storage S3 cell count max | canonical_smiles
? | . | O=C(CCNC(=O)Cn1ccc2ccccc2c1=O)NCC1CCCC1c1ccccc1 (configuration not stated)
-4% | -10 | CC(C)(Sc1cc(C(C)(C)C)c(O)c(C(C)(C)C)c1)Sc1cc(C(C)(C)C)c(O)c(C(C)(C)C)c1
-3% | -16 | CCN(CC)C(=O)C(=O)N/N=C/c1cccs1
? | . | CCOc1ccc(NC(=O)CN2C(=O)CSc3ccc(S(=O)(=O)N4CCCC4)cc32)cc1
? | . | COc1ccc(C(=O)COC(=O)CCN2C(=O)C3CC=CCC3C2=O)c(OC)c1 (configuration not stated)
-6% | 2 | COCCCNC(=S)NNC(=S)Nc1ccc(F)cc1F
? | . | O=S(=O)(NC(=S)NC1CCCCC1)c1ccc(Br)cc1
9% | 10 | CCOc1ccc(N2Nc3n[nH]c(N)c3N2)cc1
? | . | CCc1ccc(CNC(=O)c2ccc(OC)c(OC3CCN(C(C)C)CC3)c2)nc1
? | . | Cc1ccc(N2CCN(CC(O)COc3cccc(C)c3)CC2)cc1 (configuration not stated)
22% | 11 | Cc1ccc(NC(=O)COC(=O)c2c(-c3ccccc3)noc2C)c(C)c1
i | 7 | Cc1ncoc1C(=O)N1CCCC(C(=O)c2cccc3ccccc23)C1 (configuration not stated)
-5% | 12 | Cc1nn2c(-n3ccnc3C)c3c(nc2c1-c1ccccc1)CCC3
16% | -1 | Cn1cnnc1SCC(=O)Nc1ccc(F)cc1F
? | . | Cc1ccc(C(C)(O)CS(=O)(=O)Cc2ccccc2)cc1 (configuration not stated)
12% | 8 | CCC(CC)C(=O)N1N=C(c2ccc(NS(C)(=O)=O)cc2)CC1c1ccccc1 (configuration not stated)
? | . | O=C1CC(C(=O)Nc2cccc(F)c2)n2c(nc3ccccc32)N1 (configuration not stated)
i | 19 | CCCOC(=O)c1c(-c2ccc(OC)cc2)oc2ccc(-c3ccc(OC)nc3)cc12
? | . | Cc1cccc(C)c1NC(=O)C(C)c1ccc(-c2ccccc2)c(F)c1 (configuration not stated)
? | . | CCCNC(=O)c1onc(CSc2cccc(OC)c2)c1C(=O)NCCC
-9% | 6 | Cc1cc(C)n2nc(C(=O)Oc3ccc4c(c3)OCO4)nc2n1
-18% | -6 | CC(C)(C)c1ccc2c(c1)OC(C(=O)N/N=C/c1ccc([N+](=O)[O-])o1)CO2 (configuration not stated)
i | . | COc1ccccc1C(=O)CSc1cccc[n+]1[O-]
i | -17 | O=C(OCc1ccc([N+](=O)[O-])cc1)c1cnc(Cl)c(Cl)c1
? | . | CCOc1ccc(-c2n[nH]c(=S)o2)cc1
? | . | CCC(=O)Nc1ccc(C(=O)NNC(=O)c2ccc([N+](=O)[O-])cc2)cc1
? | . | N#C/C(=C/c1cccn1-c1cccc(C(=O)O)c1)c1ccc(Cl)cc1
? | . | COc1cc(C(=O)N2CCN(S(=O)(=O)c3ccc(C)cc3C)CC2)ccc1OCC(=O)N1CCOCC1
-12% | 23 | CCOc1ccccc1NC(=O)C1CCCN1C(=O)c1cccs1 (configuration not stated)
23% | 7 | Cc1ccccc1C(=O)N1CCN(c2ccc(NC(=O)c3cccnc3Cl)cc2)CC1

# The list continues.
Lipid storage S3 | Lipid storage S3 cell count max | canonical_smiles
13% | 3 | Cc1ccccc1NC(=S)NC(NC(=O)N(C)C)C(Cl)(Cl)Cl (configuration not stated)
5% | 4 | Clc1ccccc1N1CCN(Cc2ccco2)CC1
? | . | O=C1CSC(c2ccc(Cl)cc2)N1 (configuration not stated)
3% | -1 | COc1ccc(-n2c(O)c(Cc3ccccc3)c(=O)n3nc(-c4ccccc4)c(=O)cc23)cc1
2% | 1 | COc1ccc(-c2csc(=Nc3c(C)n(C)n(-c4ccccc4)c3=O)n2C(C)(C)C)cc1
? | . | CCOC(=O)c1cccc(NC(=O)CSc2nnnn2CC)c1
13% | 4 | CC(Cc1cccs1)NC(=O)Nc1ccccc1 (configuration not stated)
1% | -2 | Cc1cccc(-c2nc3c(c(SCC(N)=O)n2)CCCC3)c1
1% | 15 | CCOC(=O)NN1C(=O)c2ccccc2NC1c1ccc(OC)cc1OC (configuration not stated)
? | . | Cc1ccc(C(C(=O)NC(C)(C)C)N(Cc2ccco2)C(=O)Cn2nnc(-c3cccs3)n2)cc1 (configuration not stated)
? | . | CCCCCn1c(-c2ccco2)nc2nc3ccccc3nc21
? | . | COc1ccc(Nc2cc(C(=O)NCCCN3CCOCC3)c3ccccc3n2)cc1OC
? | . | C=CCn1c2ccccc2c2n[nH]c(=S)nc21
? | . | CC(C)[C@@H]1CC[C@@H](C)C[C@H]1OC(=O)C[n+]1cc(-c2ccc(Cl)cc2)n2c1CCCCC2
4% | -13 | Cc1cc(C)c(S(=O)(=O)N2CCN(c3ccc([N+](=O)[O-])c(-n4nc(C)cc4C)c3)CC2)c(C)c1
? | . | O=C(COC(=O)c1ccc(O)cc1O)NC1CC1
-3% | -7 | O=c1[nH]ncc(N2CCCCC2)c1Cl
? | . | COc1ccc2nc3c(c(-c4ccccc4)c2c1)CCC3
? | . | Nc1nc(SCC(=O)NCCCO)nc2sc3c(c12)CCC3
18% | 3 | Cc1ccccc1NC(=S)N(CCCN1CCOCC1)Cc1cccs1
? | . | Clc1ccc(CSc2nnc(-c3c[nH]c4ccccc34)o2)cc1
? | . | CC(C)c1cc(C(N)=O)c(NC(=O)c2cccc(COc3ccc(Br)cc3)c2)s1
? | . | O=C(N/C(=C\c1cccc([N+](=O)[O-])c1)C(=O)N1CCOCC1)c1ccco1
-16% | -3 | CC1OC(Oc2c(-c3cc(O)c(O)c(O)c3)oc3cc(O)cc(O)c3c2=O)C(O)C(O)C1O (configuration not stated)
i | 11 | O=S(=O)(NCc1cccnc1)c1cccc2cccnc12
-15% | -18 | CC(=O)Nc1cccc(N(C)S(C)(=O)=O)c1
? | . | Cc1ccc(OC(C)C(=O)Nc2ccccc2C(=O)N2CCN(C)CC2)cc1 (configuration not stated)
17% | . | CC(C)c1ccc(NC(=S)NC2CC3C=CC2C3)cc1 (configuration not stated)
? | . | COC(=O)c1ccccc1S(=O)(=O)N(Cc1cc2cc3c(cc2[nH]c1=O)OCO3)C1CCCCC1
17% | 4 | CC(C)(C)c1ccc(C(=O)NNC(=O)c2ccc(Cl)cc2)cc1

# The results go on.
Lipid storage S3 | Lipid storage S3 cell count max | canonical_smiles
i | 13 | COc1cc(C(C)=O)ccc1OCC(O)CN1CCN(c2ccccc2)CC1 (configuration not stated)
? | . | O=C(CCCC(=O)NCc1ccc(F)cc1)NCc1ccc(F)cc1
-4% | -13 | Cc1cc(=O)n(C)c(=O)n1CC(=O)N1CCCCCC1
12µM* | -14* | COc1ccc(C(=O)CCN2CCCC(C)C2)cc1 (configuration not stated)
? | . | Cc1nc(-c2ccccc2)sc1-c1nc(-c2ccccc2)ncc1S(=O)(=O)c1ccccc1
? | . | COCCCNC(=S)NCCCNc1nc2cc3c(cc2cc1C#N)OCO3
? | . | CCOc1ccc(NC(=O)CC2S/C(=N/N=C3CCCCCC3)NC2=O)cc1 (configuration not stated)
? | . | CC(=O)Nc1nc(-c2cc([N+](=O)[O-])cs2)cs1
5% | 13 | Cc1cccc(OC(=O)n2c(=S)oc3cc(Cl)ccc32)c1
-14% | -12 | CCOC(=O)c1c(C)c(C(=O)O)n(C)c1C
? | . | Cc1ccc(C(=O)COC(=O)c2cn(-c3ccccc3)nc2-c2ccccc2)cc1[N+](=O)[O-]
? | . | COc1cccc(OC)c1NC(=O)C1CCCN1C(=O)Nc1cccc(Cl)c1 (configuration not stated)
? | . | N#Cc1ccccc1NC(=O)CNc1cc(S(=O)(=O)N2CCOCC2)ccc1NCC1CCCO1 (configuration not stated)
-20% | 13 | O=C(NC(=S)NCc1ccco1)c1cccc(Cl)c1
? | . | CCOCCCNC(=O)c1ccc2c(c1)ncn2-c1cccc(C)c1
? | . | CN(C(=O)COC(=O)COc1ccccc1F)C1CCS(=O)(=O)C1 (configuration not stated)
? | . | COc1ccc2c(C)cc(SCC(=O)Nc3c(C)n(C)n(-c4ccccc4)c3=O)nc2c1
? | . | C#CCNC(=O)C1=C[C@@H](c2coc3ccccc3c2=O)[C@H](CCCO)[C@@H](OCC)O1
? | . | Cc1ccc(-c2nnc3ccc(SCC(=O)N4CCc5ccccc54)nn23)cc1
21% | . | CN(c1ccc(OCC(=O)OCc2nnc(-c3ccccc3)o2)cc1)S(=O)(=O)c1ccc(Cl)cc1
10% | 7 | Cc1cccc(N2CSC3=C(C#N)C(c4ccc(C)o4)CC(=O)N3C2)c1 (configuration not stated)

# This is a subset (hit frequency here may not be typical).
